# From PubChem
# TPT1 inh: inhibitors of Candida albicans tRNA 2'-phosphotransferase TPT1. 300,000 compounds, 0.81% hits. recombinant caTPT1, FP RNA substrate dephosphorylation. inhibition, % at 5 µM;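 active = inhibition above the mean of all tested compounds plus 3 SD, set per screening campaign, cut at about 24% in these data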;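 also: plate controls were DMSO alone for no effect and ferristatin control at 100 nM for full effect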
# PP1 counter: PP1-alpha (human) inhibition in PP5 counter-screen; P62136; purified PP1alpha, OMFP fluorescence; inhibition, % at 6.7 µM; 320,000 compounds, 0.9% hits;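 active = inhibition above the mean inhibition of all tested compounds plus 3 SD, computed separately for each screening campaign, cut at about 15% in these data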
# HCV core dimer: HCV core protein dimerization inhibition; TR-FRET GST/Flag-core106 dimerization, 1536-well; inhibition, % at 5 µM; 300,000 compounds, 0.33% hits; AID 1899;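 active = inhibition above the mean of all tested compounds plus 3 SD, set per screening campaign, cut at about 45% in these data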
#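 Assay system: GST-tagged and Flag-tagged HCV core protein residues 1-106 / Times: compound-protein-antibody incubation 4 h at 22.5 °C / Signal: time-resolved FRET, ex 340 nm, em 617 and 671 nm / Evaluation: % inhibition based on acceptor/donor emission ratio / Benchmarks: wells lacking GST-core106 and wells with excess unlabelled core106 / Repeats: singlicate, one well per compound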
# procasp7 counter: counter-screen for procaspase-3 activators: activators of human procaspase-7 | activation, % at 8.5 µM | P55210 | 330,000 compounds, 0.093% hits | recombinant procaspase-7, Ac-DEVD-pNA absorbance 405 nm; D23A/D198A/D206A triple mutant, cannot self-cleave; scale: DMSO 0, 5 µM enzyme 100;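 active = percent activation above the screen-wide mean plus 3 SD, cut at about 25% in these data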
# Target sequence (P55210 whole entry D23A/D198A/D206A): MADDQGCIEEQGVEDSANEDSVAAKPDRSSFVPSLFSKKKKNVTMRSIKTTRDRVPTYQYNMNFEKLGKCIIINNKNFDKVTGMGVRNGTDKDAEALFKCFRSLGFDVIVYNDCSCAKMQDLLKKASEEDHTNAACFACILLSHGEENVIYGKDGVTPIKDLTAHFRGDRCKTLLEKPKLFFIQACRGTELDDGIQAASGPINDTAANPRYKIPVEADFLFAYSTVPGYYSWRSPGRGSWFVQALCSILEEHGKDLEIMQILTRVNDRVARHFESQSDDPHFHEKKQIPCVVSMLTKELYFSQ
#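 signal = Epi-absorbance of released pNA at 405 nm, two timepoints | assay system = Uncleavable procaspase-7 mutant enzyme | reagent = Ac-DEVD-pNA substrate, 400 µM as added | times = 1 h enzyme–compound preincubation and 2 h substrate reaction, both 25 °C | benchmarks = low DMSO alone, high DMSO plus 5 µM PC-7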
# PP5 primary: inhibitors of human protein phosphatase 5 (PP5). inhibition, % at 6.7 µM. 320,000 compounds, 0.18% hits. P53041. purified PP5c, OMFP substrate fluorescence;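 active = inhibition above the campaign's mean inhibition across all tested compounds plus 3 SD, cut at about 9.5% in these data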;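 also: 0% = DMSO only and 100% = 100 µM cantharidin control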
# Target sequence (P53041 whole entry, looked up): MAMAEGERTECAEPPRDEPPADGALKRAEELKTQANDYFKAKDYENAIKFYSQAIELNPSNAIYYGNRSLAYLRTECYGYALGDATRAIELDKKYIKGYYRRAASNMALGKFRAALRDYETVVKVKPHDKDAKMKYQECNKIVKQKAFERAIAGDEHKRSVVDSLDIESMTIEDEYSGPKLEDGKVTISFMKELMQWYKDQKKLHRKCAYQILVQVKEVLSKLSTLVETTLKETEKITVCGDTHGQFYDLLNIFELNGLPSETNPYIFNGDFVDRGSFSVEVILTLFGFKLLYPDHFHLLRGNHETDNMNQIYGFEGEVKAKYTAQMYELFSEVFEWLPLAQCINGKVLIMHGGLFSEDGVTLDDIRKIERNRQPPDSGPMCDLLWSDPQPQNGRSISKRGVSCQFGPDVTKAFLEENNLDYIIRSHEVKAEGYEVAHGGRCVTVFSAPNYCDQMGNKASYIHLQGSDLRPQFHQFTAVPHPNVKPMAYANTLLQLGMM
# AHR act: human AHR activation; activation, % at 5 µM; 320,000 compounds, 2.5% hits; P35869; AID 2796; AHR-responsive luciferase reporter cells, luminescence; in the data active = activation above about 47%;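 also: 0% = vehicle wells and 100% = reference agonist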
# PAFAH2 FP inh: PAFAH2 (human) inhibition; 340,000 compounds, 0.99% hits; recombinant PAFAH2, FP-rhodamine activity probe, fluorescence polarization; Q99487; inhibition, % at 3.39 µM;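 active = inhibition above the mean over all tested compounds plus 3 SD, cut at about 30% in these data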;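 also: inhibitors block probe labeling of enzyme so polarization drops; 0% = enzyme with DMSO and 100% = wells lacking PAFAH2 protein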
# procasp3 activ: procaspase-3 (human) activation. P42574. activation, % at 8.5 µM. 330,000 compounds, 0.11% hits. recombinant procaspase-3 D3A, Ac-DEVD-pNA absorbance 405 nm;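 active = activation above the mean of all tested compounds plus 3 SD, cut at about 21% in these data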;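 also: 0% = DMSO alone and 100% = DMSO wells spiked with extra 5 µM PC-3 D3A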
#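 material = Procaspase-3 D3A mutant | probe or stimulus = Ac-DEVD-pNA | compound = single dose, 8.5 µM nominal compound, 0.8% DMSO | timing = 1 h preincubation, 2 h reaction | measured by = 405 nm absorbance of p-nitroaniline, reads at 0 and 120 min | benchmarks = DMSO-only low control, 5 µM PC-3 D3A high control | repeats = singlicate, each compound tested once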
# Fh CTSL1 inh: blocks F. hepatica cathepsin L1 in PFM18AAP counter-screen | recombinant F. hepatica cathepsin L1, Z-Leu-Arg-MCA fluorescence | inhibition, % at 5.96 µM | 300,000 compounds, 0.49% hits | AID 1906;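 active = inhibition above the mean of all tested compounds plus 3 SD, set per screening campaign, cut at about 17% in these data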;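 also: 0% = plate median of test compound wells and 100% = 1 µM Z-Phe-Ala-diazomethylketone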
# Starred values were filed as active, the others as inactive; / = no result given.
SMILES,TPT1 inh,PP1 counter,HCV core dimer,procasp7 counter,PP5 primary,AHR act,PAFAH2 FP inh,procasp3 activ,Fh CTSL1 inh
CCCn1c(-c2ccc(F)cc2)cnc1SCC(=O)O,-3.7,-1.3,-3.5,-6.7,-1.7,0.6,-10.0,-11.1,-6.5
CCc1c(O)c(/C(C)=N\O)c(=O)n(-c2ccccc2)c1-c1ccccc1,-1.8,-0.5,3.7,4.4,2.9,-2.6,1.9,8.1,6.3
C[C@H](NC(=O)c1ccc(C(C)(C)C)cc1)C(=O)N1CCN(C/C=C/c2ccccc2)CC1,/,/,/,0.1,/,1.4,-0.5,0.5,/
COC(=O)N/N=C/c1cn(CCCOc2ccc(C)cc2)c2ccccc12,-3.3,-21.2,-5.7,1.5,7.8,3.5,3.7,-3.7,5.8
CN(C)C(=O)N1CCC(C(=O)NCc2cccs2)CC1,2.5,-1.0,4.2,5.7,1.9,-0.9,9.1,-1.7,-3.1
CNC(=O)c1c(NC(NC(=O)c2ccco2)C(=O)c2ccc(Cl)cc2)sc2c1CCCC2 (configuration not stated),1.8,-4.3,30.0,-18.7,0.3,1.8,12.5,-7.6,1.8
CCCCn1c(=O)[nH]c2c(oc3ccccc32)c1=O,-7.4,-3.8,-10.6,-3.6,-2.5,13.5,2.3,-3.5,0.6
CCN(CC)C(=O)CSc1nnc(-c2cnccn2)n1-c1ccccc1,-1.3,-0.3,-2.1,-4.2,2.6,4.3,-11.1,3.5,4.1
O=C1CCC(C(=O)N2CCCC(Nc3ccc(F)cc3)C2)=NN1 (configuration not stated),-4.0,-0.7,3.4,5.1,2.0,-0.8,-1.1,-4.3,-1.9
Cc1cc(C)cc(NC(=O)C(OC(=O)c2ccc([N+](=O)[O-])o2)c2ccccc2)c1 (configuration not stated),-0.5,2.6,17.0,-5.1,2.3,7.0,-0.8,3.6,-3.2
O=C(CN1CCSCC1)N/N=C/c1cccc(Cl)c1,1.0,-1.0,-1.5,10.3,2.6,5.9,10.7,-0.3,4.7
CCCCCCNS(=O)(=O)c1ccc(OC)c(OC)c1,-2.5,1.4,-3.4,5.8,3.4,-3.5,3.8,-5.4,-3.9
CC1CCN(C(=O)CSc2nc3c(cnn3-c3ccc(Cl)cc3)c(=O)[nH]2)CC1,-1.0,-1.0,3.1,-4.1,1.5,0.2,-6.2,2.5,-1.1
CCN1CCC(NCCc2ccc(F)cc2)CC1,-0.6,3.0,-0.1,9.2,2.7,-1.0,-8.1,-2.4,1.5
COc1ccccc1OCC(=O)N/N=C1\CCCCc2ccccc21,0.0,0.1,-2.3,5.2,0.2,6.3,2.9,6.2,1.6
O=C(OCCN1CCOCC1)c1ccccc1Cl,-1.9,0.2,-0.1,1.7,-0.2,-1.5,-2.7,-5.3,-1.7
CCN(CC(=O)NC(C)(C)C)Cc1nc2c(Br)cc(Br)cc2c(=O)[nH]1,0.1,1.0,1.2,5.3,1.5,1.2,-3.7,-6.0,-2.6
O=C1c2ccccc2C(=O)N1CCCC(=O)N1CCc2ccccc21,2.0,-2.7,-5.7,2.4,-0.4,-0.6,1.5,-3.6,2.3
CC(=O)n1cc(/C=C2/N=C(c3ccccc3)OC2=O)c2ccccc21,11.3,-1.5,-5.5,-5.8,1.3,38.4,-1.0,-7.3,5.3
CSc1ccc(CCNC(=O)C2CCCN(c3ncnc4c3nc3n4CCCCC3)C2)cc1 (configuration not stated),0.9,-1.0,3.1,-0.2,1.1,1.0,5.2,-3.4,0.8
Cc1cc(C)cc(N(CC(=O)NCc2ccc(F)cc2)C(=O)CCC(=O)Nc2ccccn2)c1,-0.4,0.9,8.2,3.5,2.8,0.2,3.6,-2.0,0.5
CC1Cc2nc(SCC(=O)Nc3nc4ccccc4s3)n(C)c(=O)c2S1 (configuration not stated),-1.9,5.8,11.1,5.5,0.5,60.3*,2.7,3.1,-0.6
O=C1c2ccccc2C(=O)N1CC1CCCO1 (configuration not stated),2.5,-2.0,-9.1,-1.5,1.0,-1.7,3.2,4.0,2.6
COCCCNC(=O)CSc1nc2c(sc(=S)n2-c2cc(Cl)ccc2OC)c(=O)[nH]1,0.1,-5.4,-0.2,1.8,-0.1,1.1,7.4,-1.0,0.6

# Reformatted with values under each structure: part of the list above
# Order of results: TPT1 inh, PP1 counter, HCV core dimer, procasp7 counter, PP5 primary, AHR act, PAFAH2 FP inh, procasp3 activ, Fh CTSL1 inh
CCN(CC(=O)NC(C)(C)C)Cc1nc2c(Br)cc(Br)cc2c(=O)[nH]1
→ 0.1, 1.0, 1.2, 5.3, 1.5, 1.2, -3.7, -6.0, -2.6
O=C1c2ccccc2C(=O)N1CCCC(=O)N1CCc2ccccc21
→ 2.0, -2.7, -5.7, 2.4, -0.4, -0.6, 1.5, -3.6, 2.3
CC(=O)n1cc(/C=C2/N=C(c3ccccc3)OC2=O)c2ccccc21
→ 11.3, -1.5, -5.5, -5.8, 1.3, 38.4, -1.0, -7.3, 5.3
CSc1ccc(CCNC(=O)C2CCCN(c3ncnc4c3nc3n4CCCCC3)C2)cc1 (configuration not stated)
→ 0.9, -1.0, 3.1, -0.2, 1.1, 1.0, 5.2, -3.4, 0.8
Cc1cc(C)cc(N(CC(=O)NCc2ccc(F)cc2)C(=O)CCC(=O)Nc2ccccn2)c1
→ -0.4, 0.9, 8.2, 3.5, 2.8, 0.2, 3.6, -2.0, 0.5

# A second format for part of the listing above:
CC(=O)n1cc(/C=C2/N=C(c3ccccc3)OC2=O)c2ccccc21
  TPT1 inh = 11.3; PP1 counter = -1.5; HCV core dimer = -5.5; procasp7 counter = -5.8; PP5 primary = 1.3; AHR act = 38.4; PAFAH2 FP inh = -1.0; procasp3 activ = -7.3; Fh CTSL1 inh = 5.3
CCN(CC(=O)NC(C)(C)C)Cc1nc2c(Br)cc(Br)cc2c(=O)[nH]1
  TPT1 inh = 0.1; PP1 counter = 1.0; HCV core dimer = 1.2; procasp7 counter = 5.3; PP5 primary = 1.5; AHR act = 1.2; PAFAH2 FP inh = -3.7; procasp3 activ = -6.0; Fh CTSL1 inh = -2.6
O=C1c2ccccc2C(=O)N1CC1CCCO1 (configuration not stated)
  TPT1 inh = 2.5; PP1 counter = -2.0; HCV core dimer = -9.1; procasp7 counter = -1.5; PP5 primary = 1.0; AHR act = -1.7; PAFAH2 FP inh = 3.2; procasp3 activ = 4.0; Fh CTSL1 inh = 2.6

# Additional structures follow:
SMILES,TPT1 inh,PP1 counter,HCV core dimer,procasp7 counter,PP5 primary,AHR act,PAFAH2 FP inh,procasp3 activ,Fh CTSL1 inh
COCCCNCCCCOc1ccc(OCc2ccccc2)cc1,-2.4,-0.9,-1.2,-5.9,2.6,3.5,1.5,-0.7,1.1
CCOC(=O)c1c(-c2ccccc2)cn2c(C)cc(C)nc12,-6.8,-2.8,1.7,-2.1,-0.6,1.2,11.2,-12.0,-0.3
NC(=O)C1=C[C@@H](c2coc3ccccc3c2=O)C[C@@H](OCCCCO)O1,-3.2,-1.5,8.4,-1.8,1.1,2.0,-1.7,7.5,-7.2
C(=C\c1ccccc1)/CSc1nnc(-c2ccccn2)n1Cc1ccco1,3.6,6.8,32.0,-10.4,2.0,-1.2,-0.8,-11.1,2.5
Cc1cc(C(=O)CSc2nnc(-c3cccnc3)n2-c2ccccc2F)c(C)n1CC1CCCO1 (configuration not stated),5.0,-1.5,13.7,5.3,0.2,0.1,1.4,0.8,-8.9
CCOc1ccc(C(=O)COC(=O)c2c(-c3ccccc3)noc2C)cc1,1.4,-0.2,-1.5,8.0,0.1,-0.2,-4.8,12.0,-2.9
CC(C)(C)OC(=O)CNC(=O)c1[nH]cnc1C(=O)NC1CCN(C(=O)OC(C)(C)C)CC1,-2.6,-1.5,1.8,-4.3,1.2,0.5,-1.1,5.1,0.4
Cc1ccc(-c2nc3ccccc3[nH]2)cc1NC(=O)c1sc2cc(Cl)ccc2c1Cl,0.1,2.9,18.6,3.9,-1.0,1.7,-53.3,0.6,1.4
CC(C)C(NC(=O)C12CC3CC(CC(C3)C1)C2)C(=O)N/N=C/C1=C(N2CCOCC2)C(=C\c2ccc([N+](=O)[O-])cc2)/CC1 (configuration not stated),0.8,-1.6,18.9,0.0,2.6,0.0,-3.1,4.9,0.7
Cn1c(N)c(C(=O)COC(=O)CCC(=O)c2cccs2)c(=O)n(C)c1=O,-4.8,1.7,5.0,3.7,-0.6,10.5,-3.7,3.9,-38.7
COC(=O)c1cc(-c2ccc(NC(C)=O)cc2)nc2ccccc12,-0.3,-1.6,3.6,-2.8,3.7,0.1,-2.3,5.7,0.4
Clc1cccc(Cl)c1Cn1c(-c2cccnc2Cl)nc2ccccc21,0.2,-3.1,1.7,2.3,3.6,-0.4,22.0,-3.9,-2.4
CCOc1ccc(S(=O)(=O)N2CC(=O)Nc3ccccc32)cc1,-3.3,0.3,-4.1,3.4,-0.1,-0.5,-1.1,5.8,0.3
O=C(N/N=C/c1ccccc1Br)c1cccc(S(=O)(=O)N2CCOCC2)c1,/,11.1,/,-9.7,-0.4,4.7,3.1,2.8,/
CCN(CC)S(=O)(=O)c1cccc(-c2nnc(SCCOc3ccccc3C)o2)c1,1.6,2.5,1.4,-0.5,1.2,0.3,6.2,3.5,2.0
CCN(C(=O)CN1CC(C)OC(C)C1)c1c(N)n(Cc2ccccc2)c(=O)[nH]c1=O (configuration not stated),0.3,-3.1,0.0,2.3,-1.8,-2.6,4.0,-3.2,-4.6
O=C(c1nc2nc(-c3cccs3)cc(C(F)(F)F)n2n1)N1CCN(Cc2ccccc2)CC1,3.4,2.2,11.4,10.8,3.2,3.1,-2.5,-3.6,2.0
O=C(NCC(O)COc1ccc([N+](=O)[O-])cc1)c1ccccc1 (configuration not stated),-4.5,-6.1,3.4,10.2,-3.3,-0.2,-6.2,2.5,0.8
COc1ccccc1C(=O)NCCNc1ccc([N+](=O)[O-])cc1Cl,1.6,1.6,-0.6,-0.2,4.0,-1.8,-2.4,2.0,-0.3
COCC(=O)N(C)c1nnc(-c2cnccn2)s1,-1.3,-2.4,3.6,3.3,-0.6,-0.8,-3.9,3.6,-1.3
COc1ccc(CNC(=O)CN2CCN(c3ccc(F)cc3)CC2)cc1,0.9,-1.5,8.0,0.1,1.3,2.2,-3.8,-6.2,-2.2
CCOC(=O)c1c(C)[nH]c(C)c1C(=O)COC(=O)C1CC(=O)N(CCc2ccccc2)C1 (configuration not stated),/,/,/,9.9,/,4.0,4.0,9.2,/
NC(=O)NOCc1ccc(F)cc1Cl,3.9,-15.5,-0.9,-4.8,-2.0,0.7,/,-3.4,-16.5
